Assay outcomes: PubChem, National Center for Advancing Translational Sciences (NCATS)
NPSR antagonist: antagonists of human neuropeptide S receptor cAMP signaling; Q6W5P4; CHO-NPSR cells, cAMP TR-FRET, antagonist mode; Potency, µM (highest dose often 38.3 µM), for the others: at the highest dose activity change, negative = inhibition, usual class: inhibitors; 1% of 220,000 active; AID 1461; further: potency means the concentration at half of the fitted maximal effect; on the % scale 0 is the no-effect control and ±100 the full control effect; nearly all actives have a fitted effect of over 50% in size; many of its hits are not listed in these tables
Target sequence (Q6W5P4 whole entry, looked up): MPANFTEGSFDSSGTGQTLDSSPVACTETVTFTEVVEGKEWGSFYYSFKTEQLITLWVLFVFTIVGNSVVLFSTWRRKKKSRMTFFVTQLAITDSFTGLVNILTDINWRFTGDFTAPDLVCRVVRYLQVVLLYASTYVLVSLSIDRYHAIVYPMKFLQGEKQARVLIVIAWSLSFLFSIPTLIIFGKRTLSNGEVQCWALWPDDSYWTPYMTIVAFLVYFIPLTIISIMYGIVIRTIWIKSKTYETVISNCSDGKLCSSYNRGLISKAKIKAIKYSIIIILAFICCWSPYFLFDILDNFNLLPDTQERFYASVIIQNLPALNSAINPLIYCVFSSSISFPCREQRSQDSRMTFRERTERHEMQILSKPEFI
CBFb-RUNX1 inh: inhibitors of human CBF-beta and RUNX1 interaction; Q01196+Q13951; AlphaScreen CBFb-His/RUNX1-biotin binding, biochemical; Potency, µM (doses to about 59.8 µM), for the others: at the top dose activity, negative = inhibition, usual class: inhibitors; 230,000 tested, under 10 active; further: % of control where 0% means no effect
Target sequence (Q01196 whole entry, looked up): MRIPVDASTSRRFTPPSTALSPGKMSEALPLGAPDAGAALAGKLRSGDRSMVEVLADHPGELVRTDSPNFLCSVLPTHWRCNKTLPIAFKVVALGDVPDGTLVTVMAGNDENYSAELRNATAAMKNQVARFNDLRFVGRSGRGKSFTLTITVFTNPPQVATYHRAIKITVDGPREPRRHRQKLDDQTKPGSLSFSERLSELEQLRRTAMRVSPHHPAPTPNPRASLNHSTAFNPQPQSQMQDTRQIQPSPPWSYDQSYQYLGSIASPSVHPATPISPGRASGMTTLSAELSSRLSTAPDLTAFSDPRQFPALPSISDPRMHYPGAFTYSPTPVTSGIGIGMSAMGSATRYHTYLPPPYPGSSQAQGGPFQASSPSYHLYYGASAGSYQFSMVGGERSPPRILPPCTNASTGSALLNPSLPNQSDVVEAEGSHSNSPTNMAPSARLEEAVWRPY
Target sequence (Q13951 whole entry, looked up): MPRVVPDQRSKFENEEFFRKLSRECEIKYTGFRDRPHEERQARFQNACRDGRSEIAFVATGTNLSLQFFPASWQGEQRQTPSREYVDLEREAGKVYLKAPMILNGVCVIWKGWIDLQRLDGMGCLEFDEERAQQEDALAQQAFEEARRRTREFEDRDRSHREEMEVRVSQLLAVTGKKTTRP
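CBFb-His/RUNX1-biotin, 30 nM each, preincubated 20 min RT; compound 15 min RT; Ni + streptavidin beads 50 ng each, 90 min RT; AlphaScreen read.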
Epigenetic derep: derepresses silenced GFP reporter in murine cells. murine LDR cells, GFP reporter derepression, 30 h. Potency, µM (series often up to 53.9 µM), for the others: at the top dose GFP activation, actives largely listed as activators. 0.2% of 280,000 active. AID 1865; further: potency means the concentration at half of the fitted maximal effect; % of control where 0% means no effect; nearly all actives have a fitted effect of over 60% in size
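Murine LDR cells bearing a silenced CMV-driven GFP reporter were exposed to compound for 30 h at 37 C. After PBS washes, GFP-positive cells (20-120 um objects) counted by laser-scanning microplate cytometry.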
Luc counter: Kinase-Glo luciferase inhibition (counter-screen); Q27757; Kinase-Glo luciferase, ATP luminescence, 8 min; Potency, µM (top dose mostly 38.3 µM), inactives show at the highest dose activity change, negative = inhibition, most hits filed as inhibitors; 0.28% of 200,000 active; AID 1379; further: potency means the concentration at half of the fitted maximal effect; on the % scale 0 is the no-effect control and ±100 the full control effect; nearly all actives have a fitted effect of over 60% in size
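Compound is pinned into ATP-containing buffer (10 uM ATP, imidazole pH 7.2, 7 mM MgCl2). Kinase-Glo luciferase reagent is then added. Light output is recorded following an 8-min room-temperature incubation.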
LMNA splice mod: LMNA splicing modulation. HeLa LMNA splicing GFP/RFP minigene ratio, 48 h. Potency, µM (series often up to 46.1 µM), inactives show at the highest dose ratio change, negative = inhibition, hits mostly inhibitors. 0.01% of 200,000 active; active means well fitted inhibition curve with a large enough effect in the signal ratio, with a control signal flat, not every such curve was filed as active; inconclusive means small, poorly fitted or top-dose-only effect, or effect the other way, or a change in a side signal; the % refers to the signal ratio; further: potency means the concentration at half of the fitted maximal effect; on the % scale 0 is the no-effect control and ±100 the full control effect
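S3 HeLa cells stably expressing lamin A-EGFP splicing minigene plus DsRed2, 600 cells/well, 48 h compound exposure at 37C. Laser-scanning cytometry; analysed as GFP (500-530 nm)/RFP (575-640 nm) total intensity ratio; 0.5% DMSO vehicle.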
IMPase Li inh: IMPase inhibition in cells with lithium potentiation. CHO-M1 cells, IP1 TR-FRET (IP-One), carbachol + lithium. Potency, µM (doses to about 59.4 µM), without a hit: top-dose activity, negative = IMPase inhibition, hits mostly inhibitors. 0.35% of 210,000 active;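 further: IP1 builds up when IMPase is blocked and the TR-FRET signal falls; potency means the concentration at half of the fitted maximal effect; plate controls were basal vehicle for no effect and high inhibitor control for full effect; nearly all actives have a fitted effect of over 50% in size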
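CHO cells stably expressing M1 receptor (2000/well) were cultured 16–30 h, then exposed to compounds with a small lithium addition for 30 min at 37C. IP1 was measured by TR-FRET competition; AC50 from Hill fits.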
HttQ103 aggreg: reduces HttQ103-GFP aggregates in PC12 cells | PC12 HttQ103-GFP aggregates, Acumen cytometry, 40 h | Potency, µM (titrated, usually from 46.1 µM), for inactives: top-dose activity change, negative = inhibition, actives largely listed as inhibitors | AID 1688 | 1.1% of 220,000 active; further: potency means the concentration at half of the fitted maximal effect; on the % scale 0 is the no-effect control and ±100 the full control effect; nearly all actives have a fitted effect of over 60% in size
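Steps: seed 1500 PC12 HTTQ103-GFP cells/well; add tebufenozide, 100 nM final; add compound titration; add ATPLite reagent; quantify GFP aggregates by laser scanning cytometry.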
* = called active by the depositor; ? = inconclusive; . = no result given; & = joins results of further samples; [ ] = dose if it differs, or a comment. Unless noted, the call rests on the fitted dose curve; in most records, active means well fitted curve in the direction sought with a large enough effect; inconclusive means small, poorly fitted or top-dose-only effect, or another doubt; inactive means no such curve, though single readings can be large; an effect the other way counts as inactive or inconclusive.

mol,NPSR antagonist,CBFb-RUNX1 inh,Epigenetic derep,Luc counter,LMNA splice mod,IMPase Li inh,HttQ103 aggreg
c1ccc2c(c1)CC1(CCCC1)N=C2N1CCOCC1,11%,7%,2.3%,.,.,.,-18%[9.22 µM]
C1COCCNCCOCCOCCN1,-2%[46.1 µM],-5%,1.0%,-1%,-3%,38%[activator][38.3 µM],-8%
Cc1cccc(NC(=O)/C(=C\c2ccco2)NC(=O)c2ccccc2)c1,-4%[46.1 µM],-2%,13%,17%,-6%,27%[38.3 µM],11%
CCCOc1ccc(C2C3=C(Nc4nc(N)[nH]c(=O)c42)c2ccccc2C3=O)cc1 (stereo not drawn),9%,-17%,1.1%,.,.,.,21%[9.22 µM]
Cc1cccc(-c2nnc(SCCC(=O)N3CCOCC3)o2)c1,14%,-3%,-1.8%,-1%,?,-3%,16%
O=C(NCCCN1CCN(c2cccc(Cl)c2)CC1)C1CCC(=O)N1Cc1ccccc1Cl (stereo not drawn),-3%[46.1 µM],?,-1.2%,-5%,-8%,7%[38.3 µM],8%
CN(c1ccc(OCC(=O)OCC(=O)Nc2ccccc2)cc1)S(=O)(=O)c1cccs1,23%,-7%,0.0%,0%,-10%,-4%,1.3µM*
O=C(NCc1ccc2c(c1)OCO2)C1CCCN1C(=O)Nc1ccccc1 (stereo not drawn),-11%[46.1 µM],-3%,-1.1%,4%,2%,12%[38.3 µM],5%
CCOC(=O)N1CCN(C(=O)c2ccc3c(c2)N(CC)CCS3)CC1,-6%[46.1 µM],1%,0.0%,-1%,-2%,-18%[38.3 µM],5%
Cc1cccc(C(=O)N/N=C/c2ccc3c(c2)OCO3)n1,-5%[46.1 µM],6%,2.1%,-8%,-3%,-11%[38.3 µM],-25%
COc1ccc(-n2c(=O)c3ccccc3n(CC(=O)OCc3ccccc3)c2=O)cc1OC,-8%,-1%,?,6%,?,0%,-4%
Cc1noc(C)c1C(=O)N1CCN(CCc2ccccc2)CC1,6%[46.1 µM],10%,1.7%,-2%,6%,22%[38.3 µM],-9%
COc1ccc2nc(Nc3ccc4c(c3)OCO4)sc2c1,-3%[46.1 µM],-1%,1.3%,-7%,0%,18%[38.3 µM],12%
N#C/C(=C\c1ccc(Cl)s1)C(=O)N1CCN(c2ccccc2)CC1,-12%,-17%,-1.3%,0%,?,5%,18%
CCOc1ccc(NC(=O)[C@@H](NC(=O)OCc2ccccc2)[C@@H](C)CC)cc1,21%,5%,6.0%,-2%,-5%,0%,-7%
CC(=O)c1c(C)[n+]([O-])c2ccc3c(non3O)c12,-9%,-1%,2.2%,2%,.,5%,8%
O=C(Nc1cccc(-c2cn3ccccc3n2)c1)C1CC1,-6%[46.1 µM],4%,-1.1%,-2%,-9%,8%,-3%
CC1CC(C)(C)CC2(C1)NC(=O)N(CC(=O)NCCc1c[nH]c3ccccc13)C2=O (stereo not drawn),-7%[46.1 µM],-2%,-0.9%,.,-7%,.,4%
CC(C)(C)C(=O)Cn1c(NCCO)nc2ccccc21,4%[46.1 µM],19%,2.3%,4%,-2%,12%,-1%
COc1ccc(NC(=O)CCc2nc3ccccc3[nH]2)cc1,5%,1%,-1.1%,-2%,.,-1%,-11%

Not a retest: eight of the compounds above.
mol,NPSR antagonist,CBFb-RUNX1 inh,Epigenetic derep,Luc counter,LMNA splice mod,IMPase Li inh,HttQ103 aggreg
CCCOc1ccc(C2C3=C(Nc4nc(N)[nH]c(=O)c42)c2ccccc2C3=O)cc1 (stereo not drawn),9%,-17%,1.1%,.,.,.,21%[9.22 µM]
Cc1cccc(-c2nnc(SCCC(=O)N3CCOCC3)o2)c1,14%,-3%,-1.8%,-1%,?,-3%,16%
O=C(NCCCN1CCN(c2cccc(Cl)c2)CC1)C1CCC(=O)N1Cc1ccccc1Cl (stereo not drawn),-3%[46.1 µM],?,-1.2%,-5%,-8%,7%[38.3 µM],8%
CN(c1ccc(OCC(=O)OCC(=O)Nc2ccccc2)cc1)S(=O)(=O)c1cccs1,23%,-7%,0.0%,0%,-10%,-4%,1.3µM*
O=C(NCc1ccc2c(c1)OCO2)C1CCCN1C(=O)Nc1ccccc1 (stereo not drawn),-11%[46.1 µM],-3%,-1.1%,4%,2%,12%[38.3 µM],5%
CCOC(=O)N1CCN(C(=O)c2ccc3c(c2)N(CC)CCS3)CC1,-6%[46.1 µM],1%,0.0%,-1%,-2%,-18%[38.3 µM],5%
Cc1cccc(C(=O)N/N=C/c2ccc3c(c2)OCO3)n1,-5%[46.1 µM],6%,2.1%,-8%,-3%,-11%[38.3 µM],-25%
COc1ccc(-n2c(=O)c3ccccc3n(CC(=O)OCc3ccccc3)c2=O)cc1OC,-8%,-1%,?,6%,?,0%,-4%

Carrying on:
mol,NPSR antagonist,CBFb-RUNX1 inh,Epigenetic derep,Luc counter,LMNA splice mod,IMPase Li inh,HttQ103 aggreg
C=CC[n+]1c(-c2ccc(OC)c(OC)c2)csc1NNC(=O)Nc1ccccc1,-25%[46.1 µM],-14%,-1.4%,-3%,15%,11%[38.3 µM],13µM*
COc1ccc(NC(=O)C2CC(=O)NC3=C2C(=O)CC(C)(C)C3)cc1 (stereo not drawn),-1%[46.1 µM],-2%,0.0%,-1%,-2%,-7%[38.3 µM],-11%
Cc1ccc(-n2c(C)cc(/C=N/NC(N)=S)c2C)cc1,-41%,-18%,?,-2%,?,7%,-15%
OC(CNCC1COc2ccccc2O1)COCc1cccs1 (stereo not drawn),6%[46.1 µM],26%,-0.8%,0%,-11%,1%,-24%
Cc1cc(C)n2[nH]c(=O)c(N=Nc3ccc(S(N)(=O)=O)cc3)c2n1,18%,-7%,0.0%,1%,?,33%[activator],16%[9.22 µM]
CC(=O)Nc1cccc(NC(=O)CS(=O)(=O)c2cn(CC(=O)N3CCOCC3)c3ccccc23)c1,13%,2%,1.1%,0%,6%[46 µM],-7%,-3%
C/C(=N/NC(=O)C1COc2ccccc2O1)c1ccc(Br)s1 (stereo not drawn),-2%,18%,1.0%,.,.,.,21%[9.22 µM]
Cc1cccc(C)c1OCC(O)Cn1c2ccccc2c2ccccc21 (stereo not drawn),-24%[46.1 µM],25%,1.0%,8%,?,-5%[38.3 µM],?
CCn1c(C)nc2cc(-c3nc4n(n3)Cc3ccccc3-4)ccc21,-3%[46.1 µM],-1%,-2.7%,2.2µM*,-11%,19%[38.3 µM],7%
O=C(Cc1cccc2ccccc12)NCC1CCCO1 (stereo not drawn),-12%[46.1 µM],15%,-2.2%,-1%,-1%,-5%[38.3 µM],20%
c1ccc2c(c1)oc1c(NCCN3CCOCC3)ncnc12,-4%[46.1 µM],-2%,-1.1%,1%,7%,1%[38.3 µM],1%
CCOc1ccc(Br)cc1S(=O)(=O)Nc1ccc(NC(=O)c2ccccc2F)cc1,-22%,-9%,-1.3%,-4%,?,9%,?
CCCn1c(NCCO)nc2ccccc21,-5%[46.1 µM],-2%,1.6%,6%,19%,-3%[38.3 µM],-3%[9.22 µM]
O=C(CSc1nccn1-c1ccccc1)NO,30%,4%,-2.3%,0%,2%[46 µM],-6%,1%
CC(=O)NC1(c2cccc(F)c2)CCN(C(=O)Nc2ccc(C#N)cc2)CC1,2%[46.1 µM],1%,-1.0%,-5%,5%,0%[38.3 µM],?
COc1cc(/C=C(\C#N)C(N)=O)cc(CSc2nc3ccccc3s2)c1O,.,-4%,3.2%&0.0%&0.6%,-2%,.,29%&12%&17%,.
Cc1[nH]c2ccccc2c1C(=O)COC(=O)c1ccc([N+](=O)[O-])s1,-29%,1%,-2.1%,0%,.,10%,-7%
Fc1cccc(NC(=S)NCc2ccc(Cl)cc2)c1,-15%,-4%,1.1%,1%,?,-3%,-26%
O=C(O)Cn1c(COc2ccc(Cl)cc2)nc2ccccc21,-11%,6%,1.1%,.,-3%[46 µM],.,-5%[9.22 µM]
N/C(=N\OC(=O)Cc1cccs1)c1ccc(Br)cc1,-1%,?,-1.3%,-1%,4%,-3%,-4%
CC(C)(C)c1nnc2sc(SC/C(O)=C(\C#N)c3nc4ccccc4[nH]3)nn2c1=O,?,-1%,-1.4%,-10%,3%,13µM*,15%
CCOc1ccc(NC(=O)COC(=O)c2c(OC)cccc2OC)cc1,-6%,-11%,-0.1%,1%,1%,6%,-4%
CCC(C)Sc1nc2c(cnn2-c2ccccc2)c(=O)[nH]1 (stereo not drawn),-8%,-4%,1.0%,4%,0%,5%,?
COC(=O)c1ccc2c(c1)N(Cc1nc(-c3cccc(C)c3)oc1C)C(=O)C1CCCN21 (stereo not drawn),-8%[46.1 µM],-17%,-1.1%,-5%,-17%,-11%[38.3 µM],24%
CC1CC(NC(=O)C2(C)CC2(Cl)Cl)CC(C)(C)C1 (stereo not drawn),-10%[46.1 µM],1%,1.7%,-4%,5%,20%[38.3 µM],-1%
CC(=O)c1ccc(NC(=O)CN(C)CC(=O)Nc2cccc(F)c2)cc1,-5%,-2%,4.3%,-1%,?,0%,-14%
Cc1ccc(NC(=O)CSc2nnc(Cn3c(=O)sc4ccccc43)n2C)cc1,3%[46.1 µM],2%,-1.0%,1%,-9%,1%,3%
CC(=O)CCc1oc2ccccc2c1-c1ccccc1,-37%,?,2.8%,.,-6%[46 µM],.,-20%[9.22 µM]
Cn1c(=O)cc(OCC(=O)NCCCN2CCN(Cc3ccccc3)CC2)c2ccccc21,-11%[46.1 µM],-8%,0.8%,2%,-12%,45%[activator][38.3 µM],18%
Cc1c(C(=O)NCc2cccnc2)sc2nc(-c3ccc(F)cc3)cn12,-14%[46.1 µM],-20%,0.0%,-3%,-27%,44%[activator][38.3 µM],-17%
COc1ccc(CN2C(=O)c3ccccc3C2=O)cc1C(=O)Nc1ccc(C)cc1C,10%,2%,-3.0%,0%,-1%,1%,-1%
CC(C)(C)c1nc(C(C)(C)C)c(Br)c(=O)[nH]1,-1%,-6%,-0.7%,-6%,5%,-2%,-21%
Cn1c(CNc2cccc(C(F)(F)F)c2)n[nH]c1=S,1%,-1%,3.2%,-2%,?,-3%,-4%[9.22 µM]
O=C(CSc1ccccc1C(=O)O)NC1CCCCCC1,42%,4%,0.0%,.,.,.,33%[9.22 µM]

This is a subset; count on the stated rates, not on these rows.
